High-throughput results (PubChem)
RmlCD inh 1536: M. tuberculosis RmlC/RmlD coupled enzyme inhibitors, primary screen, biochemical, compound mixtures, 384-well, from 1536-well plates; hit rate 0.03% among 160,000; inhibition, % at 3.6 µM; AID 1533, 2009; RmlC+RmlD coupled enzyme assay, percent inhibition; primary screen in compound mixtures; in the data active = inhibition mostly above about 34%, no sharp cut-off; also: some results filed as inactive read as strong as hits
Target sequence (P9WH09 whole entry, looked up): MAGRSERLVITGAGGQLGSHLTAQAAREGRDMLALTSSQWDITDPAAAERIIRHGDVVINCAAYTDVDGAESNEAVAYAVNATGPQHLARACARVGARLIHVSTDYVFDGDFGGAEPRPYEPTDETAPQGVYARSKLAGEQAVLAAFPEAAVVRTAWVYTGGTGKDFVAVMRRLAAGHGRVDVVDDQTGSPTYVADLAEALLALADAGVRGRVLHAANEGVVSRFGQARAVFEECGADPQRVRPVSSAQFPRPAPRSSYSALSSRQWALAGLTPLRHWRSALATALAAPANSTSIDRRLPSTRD
Target sequence (P9WH11 whole entry, looked up): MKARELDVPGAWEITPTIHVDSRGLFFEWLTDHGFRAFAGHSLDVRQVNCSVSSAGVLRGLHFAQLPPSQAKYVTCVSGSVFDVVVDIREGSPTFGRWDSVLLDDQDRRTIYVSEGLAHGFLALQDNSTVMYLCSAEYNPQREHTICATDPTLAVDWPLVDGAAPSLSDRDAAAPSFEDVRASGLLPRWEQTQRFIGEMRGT
GlmU inhibition: inhibition of mycobacterial GlmU enzyme – biochemical, glucosamine-1-phosphate acetyltransferase (AID 1376). M. tuberculosis GlmU acetyltransferase enzyme assay; higher % means a stronger effect. hit rate 0.25% among 220,000. inhibition, %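 (tested at 30 µM in the primary screen)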, or IC50 in µM where a hit was titrated; in the data active = inhibition above about 13%;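 also: 0% = complete reaction with vehicle and 100% = reaction without substrate; strong numbers were not always called active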
* hit, by the source's call; · = not tested or not shown. These rows are one share of the data; rates above refer to the full screens.

Below each compound – RmlCD inh 1536, GlmU inhibition
> CC(=O)NC1CCCN(O)C(=O)/C=C(\C)CCOC(=O)C(NC(C)=O)CCCN(O)C(=O)/C=C(\C)CCOC(=O)C(NC(C)=O)CCCN(O)C(=O)/C=C(\C)CCOC1=O (centres undefined)
  -11.8, 0.0%
> COc1ccc(-c2noc(C3CCCN(S(=O)(=O)c4cccc(Cl)c4C)C3)n2)cc1OC (centres undefined)
  3.5, 1.4%
> CCOC(=O)c1ccc(NC(=O)c2cc3ccccc3o2)cc1
  -7.7, 0.2%
> CCN1CCN(CCCNC(=O)c2ccc(/C=C3/Sc4ccccc4N(Cc4ccccc4F)C3=O)cc2)CC1
  1.1, -10.9%
> CCOC(=O)C1=C(C)N(CCCC(=O)O)C(=O)NC1C(CC)CC (centres undefined)
  ·, -2.0%
> Cc1cc(C)nc(SCc2nnc(SCC(=O)Nc3nc(-c4ccccc4)cs3)n2C)n1
  ·, 0.5%
> O=C(CN1N=C(c2ccccc2)CCC1=O)NCc1cccs1
  0.0, -6.6%
> CCOc1ncccc1C(=O)OCC(=O)Nc1ccc2c(c1)OCO2
  -10.5, 1.2%
> O=C(c1ccc2c(c1)OCCO2)N(c1ccccn1)C1CCCCC1
  10.0, -1.0%
> CS(=O)(=O)c1ncc(Cl)c(C(=O)Nc2ccc3ccccc3c2)n1
  -11.4, 6.8%
> CCOC(=O)C1=C(C)N(C2CCCCC2)C(=O)C1
  ·, -3.7%
> CC(=O)C1=C(O)C(=O)OC1c1ccc(C)cc1 (centres undefined)
  -5.3, 0.9%
> Oc1ccc2ccccc2c1C=NC12CN3CCN(CN(C3)C1)C2
  6.5, 2.8%
> COc1ccc(CC(=O)NCc2ccc3c(c2)cc(C)n3C)cc1
  -3.3, -3.2%
> O=C1OCCC/C1=C\c1ccc2c(c1)OCO2
  1.8, -0.5%
> Cc1cnc(NC(=O)c2cc3ccccc3o2)s1
  ·, 1.0%
> CCC(=O)Nc1ccc(-c2nnc(SCc3ccc(C(=O)Nc4nccs4)cc3)n2CC)cc1
  -1.1, -1.5%
> O=CN1CC(=O)N(c2ccccc2)c2c([nH]c3ccccc23)C1
  ·, 2.7%
> COc1ccc(-c2nc3ccccc3s2)cc1O
  61.8, -1.1%
> CN(C)CCNCc1ccc(OC2CCCC2)cc1
  9.3, 0.8%
> CCCCOP(=O)(c1ccc(N(C)C)cc1)C(O)c1ccccc1F (centres undefined)
  ·, -4.7%
> COC(=O)c1c(O)cc(C(C)(C)C)n(-c2ccc(F)cc2)c1=O
  2.7, 3.2%
> COc1cc(-c2nnc(SCC(=O)NC3CCS(=O)(=O)C3)o2)cc(OC)c1OC (centres undefined)
  -10.2, 5.6%
> CCc1nnc(NC(=O)CSc2nccn2-c2cccc(C)c2)s1
  -9.3, 6.0%
> CC1=NN(C(N)=S)C(=O)C1N=Nc1c(C)cc(C)cc1C (centres undefined)
  1.2, 4.5%
> Cc1nc(C(F)(F)F)ccc1C(=O)Nc1ccccc1F
  -1.3, -2.0%
> O=C(CCNC(=O)c1ccccc1Cl)Nc1nc2ccccc2s1
  -1.9, -2.4%
> Fc1cc(F)cc(NC(=S)N2CCN(c3ncccn3)CC2)c1
  4.5, 10.3%
> CNC(=O)CN(C1CCCCC1)S(=O)(=O)c1ccc(F)cc1
  ·, -0.2%
> COc1c(Cl)cc(Cl)cc1C(=O)n1nc(C)cc1C
  ·, -0.5%
> CC(=O)N1CCN(c2c(F)c(F)c(C(F)(F)F)c(F)c2F)CC1
  7.6, -3.1%
> COc1cc(-c2nc3ccccn3c2/N=C/c2ccc(F)cc2)ccc1O
  ·, -12.1%
> CC(C)Oc1ccc(C(=O)NCc2cccs2)cc1
  ·, 2.5%
> O=C(c1cc2n(n1)C(C(F)(F)F)CC(c1ccc(Cl)cc1)N2)N1CCCC1 (centres undefined)
  ·, 3.3%
> O=C(Nc1ccc([N+](=O)[O-])cn1)c1cc(-c2cccc(Cl)c2)nc2ccccc12
  24.4, 0.8%
> O=C(CN1CCCC1=O)N1CCOCC1
  7.6, -1.2%
> COc1ccc(C(CNC(=O)CN2C(=O)NC3(CC(C)CC(C)(C)C3)C2=O)N2CCOCC2)cc1 (centres undefined)
  ·, 2.4%
> COc1cc(OC)cc(C(=O)NC(=S)Nc2ccc(NC(=O)c3ccco3)cc2)c1
  32.9, -3.4%
> COCCn1c(N2CCN(c3ccccc3)CC2)nc2c1c(=O)n(C)c(=O)n2C
  3.0, -4.2%
> O=C(CSC1=NCCS1)NCc1ccco1
  ·, -1.5%
> COc1cc(/C=C2/C(=N)N3C=CSC3=NC2=O)ccc1OCCCOc1cc(C)ccc1C
  -2.5, 3.8%
> O=C(O)c1ccccc1SC1CC(=O)N(c2cccc3ccccc23)C1=O (centres undefined)
  -2.0, -1.6%
> Cc1ccc(N2C(=O)CC(Cc3cccc(C)c3)C2=O)cc1 (centres undefined)
  6.3, 1.3%
> C#CCOCCOCCOCCNc1nc(N2CCN(C(=O)[C@H]([C@@H](C)CC)n3cc([C@@H](N)Cc4ccc(O)cc4)nn3)CC2)nc(N2CCN(C(=O)[C@H](Cc3ccc(O)cc3)n3cc([C@@H](N)CC(C)C)nn3)CC2)n1
  ·, -10.4%
> Cc1ccc2c(c1)c(C)c(C)n2CC(O)Cn1nnc2ccccc21 (centres undefined)
  4.4, -1.6%
> O=[N+]([O-])c1ccc(C2=NN(c3ccccc3)C(c3ccco3)C2)cc1 (centres undefined)
  -4.5, -5.0%
> COC(/C=C/Nc1ccc(C)c(C)c1)=C(C#N)C#N
  ·, -5.3%
> NC(=O)Cn1nnc(-c2ccc(C(F)(F)F)cc2)n1
  12.7, -2.6%
> CCOC(=O)C1C(=O)CC(C)(O)C(C(=O)OCC)C1c1ccc(OCC)cc1 (centres undefined)
  -7.0, -1.1%
> CCN1CCN(S(=O)(=O)c2ccc(Br)s2)CC1
  38.4, 2.2%

Reformatted with tabs: part of the list above.
Compound	RmlCD inh 1536	GlmU inhibition
Cc1ccc(N2C(=O)CC(Cc3cccc(C)c3)C2=O)cc1 (centres undefined)	6.3	1.3%
C#CCOCCOCCOCCNc1nc(N2CCN(C(=O)[C@H]([C@@H](C)CC)n3cc([C@@H](N)Cc4ccc(O)cc4)nn3)CC2)nc(N2CCN(C(=O)[C@H](Cc3ccc(O)cc3)n3cc([C@@H](N)CC(C)C)nn3)CC2)n1	·	-10.4%
Cc1ccc2c(c1)c(C)c(C)n2CC(O)Cn1nnc2ccccc21 (centres undefined)	4.4	-1.6%
O=[N+]([O-])c1ccc(C2=NN(c3ccccc3)C(c3ccco3)C2)cc1 (centres undefined)	-4.5	-5.0%
COC(/C=C/Nc1ccc(C)c(C)c1)=C(C#N)C#N	·	-5.3%

Following part:
Below each compound – RmlCD inh 1536, GlmU inhibition
> COc1ccc(NC(=O)CN2CCN(CC(=O)Nc3ccccc3Cl)CC2)cc1Cl
  ·, 3.2%
> Cc1noc(C)c1S(=O)(=O)NC1CCCc2ccccc21 (centres undefined)
  10.1, 0.5%
> Cc1ccc(NC(=O)CC(O)(C(F)(F)F)C(F)(F)F)cc1
  ·, 7.0%
> C=CCNC(=S)NC(=O)c1csc([N+](=O)[O-])c1
  -13.0, 7.4%
> O=C(NCc1ccccn1)c1cc(Br)ccc1Cl
  -2.0, -1.6%
> CSc1ccccc1N=Cc1nc(-c2ccccc2)oc1O
  14.1, 0.8%
> COc1ccc(C2CC(c3ccccc3)=NN2C(=O)COC(=O)c2cccc(S(=O)(=O)N3CCOCC3)c2)cc1 (centres undefined)
  -5.4, -3.2%
> COc1cc(-c2cc(=O)c3c(O)cc(O)cc3o2)ccc1O
  7.6, 3.2%
> Cc1cc2nc(SCC(=O)Nc3nonc3C)c3c(c2cc1C)CCCC3
  ·, 1.3%
> OCCNc1nc2ccccc2n1CCN1CCCCC1
  ·, 7.8%
> C=C(C)C1CC=C(C)/C(=N/NC(=O)COc2ccccc2C)C1 (centres undefined)
  -14.1, -1.9%
> Cc1cc(S(=O)(=O)NCC(C)C)ccc1OCC(=O)NCc1ccccn1
  8.7, 2.0%
> CC1CCC2(CC1)SCC(=O)N2c1ccc(F)cc1 (centres undefined)
  -6.8, 2.3%
> Cc1c(Cl)cccc1NC(=S)Nn1cnnc1
  1.3, -2.7%
> COc1cccc(-c2nc(CS(=O)CC(=O)NCc3ccccc3Cl)c(C)o2)c1 (centres undefined)
  -10.4, -0.6%
> Clc1ccc(Cc2nn3c(Cn4nnc5ccccc54)nnc3s2)cc1
  16.9, 1.0%
> Cc1cc(C)nc(NC(=NCCc2c[nH]c3ccccc23)NC(=O)Nc2ccccc2)n1
  -4.1, -0.5%
> COC(=O)CNC(c1ccccc1Cl)c1cc(Br)ccc1NS(=O)(=O)c1ccc(C)cc1 (centres undefined)
  8.6, 6.5%
> COc1ccc(Cl)cc1N(CC(=O)Nc1ccccc1C(=O)NCc1ccco1)S(C)(=O)=O
  71.0, 5.0%
> COC(=O)c1[nH]c2ccc(C)cc2c1NC(=O)CN1CCN(c2ccccc2)CC1
  10.7, -3.9%

As a working copy, three of the compounds above.
Below each compound – RmlCD inh 1536, GlmU inhibition
> Clc1ccc(Cc2nn3c(Cn4nnc5ccccc54)nnc3s2)cc1
  16.9, 1.0%
> Cc1cc(C)nc(NC(=NCCc2c[nH]c3ccccc23)NC(=O)Nc2ccccc2)n1
  -4.1, -0.5%
> COC(=O)CNC(c1ccccc1Cl)c1cc(Br)ccc1NS(=O)(=O)c1ccc(C)cc1 (centres undefined)
  8.6, 6.5%

3 structures out of the list, arranged by number of heavy atoms, high to low:
Below each compound – RmlCD inh 1536, GlmU inhibition
> COC(=O)CNC(c1ccccc1Cl)c1cc(Br)ccc1NS(=O)(=O)c1ccc(C)cc1 (centres undefined)
  8.6, 6.5%
> Cc1cc(S(=O)(=O)NCC(C)C)ccc1OCC(=O)NCc1ccccn1
  8.7, 2.0%
> Cc1c(Cl)cccc1NC(=S)Nn1cnnc1
  1.3, -2.7%

Carrying on.
Below each compound – RmlCD inh 1536, GlmU inhibition
> O=C1Nc2ccccc2C1(c1ccccc1)c1ccccc1
  ·, -4.8%
> Cc1cc(C)c(NC(=O)C2C3/C=C\CCCCC32)c(C)c1 (centres undefined)
  10.8, 0.5%
> O=C1CCC/C1=C/Nc1ccc2c(c1)OCO2
  11.0, 4.4%
> O=C(Oc1ccc(=O)n(-c2ccccc2)n1)c1ccccc1
  7.5, 1.4%
> Cc1nn(CCOc2ccccc2)c(=O)n1-c1ccc(Cl)cc1
  24.9, -5.5%
> CCn1cc(C(=O)N2CCc3ccccc32)c(=O)c2cc(S(=O)(=O)N(C)C3CCCCC3)ccc21
  ·, 0.5%
> CSCCC(NC(=O)c1ccco1)C(=O)OC(C)C(=O)NC(=O)NC1CCCCC1 (centres undefined)
  7.3, 5.0%
> Cc1ccccc1C(=O)Nc1cccc(NC(=O)c2ncn[nH]2)c1
  -6.5, 0.9%
> Cc1ccc(SCC(=O)N2CCN(c3ccccn3)CC2)cc1
  7.7, 4.3%
> O=C(NC12CC3CC(CC(C3)C1)C2)c1ccc(N2CCNCC2)c([N+](=O)[O-])c1
  -10.1, 4.9%
> O=C(Cc1ccccc1)Nc1ccc(N2CCCCC2)cc1
  1.6, 0.9%
> O=C(c1cc([N+](=O)[O-])ccc1Cl)N1c2ccccc2Sc2ccccc21
  -0.9, -3.8%
> O=C(COC(=O)Cn1nnc2ccccc21)Nc1ccccc1Br
  7.9, 1.3%
> O=C(N/N=C/c1ccsc1)C1CC1
  3.2, 7.6%
> CCOC(=O)NN1C(=O)c2ccccc2NC1c1ccccn1 (centres undefined)
  18.5, 1.9%
> CC(C)Cn1c(N)c(C(=O)CSc2cc(Cl)ccc2Cl)c(=O)n(C)c1=O
  ·, 1.9%
> C=CCc1c(C)nc(SCC(=C)C)[nH]c1=O
  -10.4, 2.7%
> Cc1nn(-c2ccc(Cl)cc2)c(Cl)c1/C=C(\C#N)C(N)=O
  8.9, 0.1%
> NC(=O)[C@@H]1CCCNc2c(I)cc([N+](=O)[O-])cc2C(=O)N[C@@H](CCC(=O)O)C(=O)N[C@@H](CO)C(=O)N1
  ·, 4.0%
> COC(=O)c1cc2sccc2n1Cc1nc(-c2ccc(Cl)cc2)oc1C
  10.2, -1.6%
> CCN(CC(=O)Nc1c(F)cccc1F)C(=O)CCc1c[nH]c2ccccc12
  ·, -1.6%
> CCOC(=O)N1CCC(NC(=O)c2cccn3c(=O)c4cc(Br)ccc4nc23)CC1
  -10.2, 3.3%
> O=C(Cn1nnc(-c2ccccc2)n1)N=Nc1c(O)[nH]c2ccccc12
  14.6, 2.3%
> Cc1nn(C)c(C)c1S(=O)(=O)N1CCC(C(=O)NC2CCCCC2)CC1
  ·, 0.7%
> CCOC(=O)C1CCCN(C(=O)CN2C(=O)c3ccccc3C2=O)C1 (centres undefined)
  -3.5, -6.3%
> CCc1c(C)nc2c(Br)cccc2c1SCCC#N
  -10.4, -3.2%
> Cc1nc2ccc(Br)cn2c1C(=O)N/N=C\c1ccccc1[N+](=O)[O-]
  ·, 0.0%
> O=NN(CCc1ccncc1)c1ccc(OCc2ccccc2)cc1
  -10.9, -2.2%
> CC(=O)NC(c1cccs1)c1cc([N+](=O)[O-])c2cccnc2c1O (centres undefined)
  21.2, 0.3%
> C=C1N(C)c2cc([N+](=O)[O-])c(N)cc2C1(C)C
  2.4, -2.6%
> CC(C)CCn1c(N2CCOCC2)nc2c1c(=O)n(CC(N)=O)c(=O)n2C
  ·, -1.4%
> COc1ccc(N=C2S/C(=C\c3cc(C)n(C)c3C)C(=O)N2CC(C)C)cc1
  -5.7, ·
> CCCC(c1nnnn1CCOC)N1CCN(Cc2ccccc2)CC1 (centres undefined)
  ·, 1.1%
> CCOc1ccc(C2C=C(c3ccccc3)Nc3nnnn32)cc1 (centres undefined)
  8.3, 0.8%
> O=C(NCC1COc2ccccc2O1)C1C2C=CC3(CN(Cc4ccccc4Cl)C(=O)C13)O2 (centres undefined)
  ·, 5.4%
